Cardiac RTF inh = cardiac RTF calcium sensitivity inhibitors, primary screen, biochemical, IANBD-TnC fluorescence, EC70 calcium; Troponin I, cardiac muscle (Homo sapiens) + Troponin T, cardiac muscle (Homo sapiens) + …; IANBD-labeled cardiac RTF, Ca2+ fluorescence; inhibition, % at 7.15 µM; actives 0.12% (n = 340,000); AID 493244, 2011;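 active = inhibition above the mean inhibition of all tested compounds plus 3 SD, cut at about 17% in these data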;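 also: assay run at fixed EC70 calcium of 1.6 mM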
V-ATPase pHluor = regulators of yeast V-ATPase proton pumping, primary screen, pHLuorin cytosolic pH fluorescence; AID 504577, 2011; S. cerevisiae; actives 0.37% (n = 350,000); response, % at 10 µM; in the data active = response mostly above about 7.3%, no sharp cut-off; inactive = mostly below about 5.4%; also: actives read high; inactives centre near 0; some compounds called inactive have numbers as strong as hits
Arrestin-AP2 inh = inhibitors of beta-arrestin/AP2 binding, primary screen, biochemical, GPCR trafficking, flow cytometry | beta-arrestin 1 C-terminal peptide binding to AP2 beta2-adaptin appendage (human) | FITC-arrestin peptide / GST-AP2 beads; AP2 beta2 appendage carries R879A mutation | inhibition, % at 10 µM | actives 0.31% (n = 340,000);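 active = inhibition above a set limit, near 3 SD of compounds lacking own fluorescence, cut at about 54% in these data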;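 also: plate controls were DMSO wells for no effect and 5 µM unlabelled arrestin peptide for full effect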
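Test system: GST-tagged AP2 beta2-adaptin appendage (R879A) on 4 µm glutathione beads; also added: fluorescein-tagged arrestin peptide at 50 nM final; timing: 12 min plus 1 h, RT; signal: flow cytometry, FL1 (488/535 nm); read-out: percent drop in bead-associated FITC signal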
CAL PDZ FP-1 = CAL PDZ peptide-binding inhibitors, primary screen, biochemical, fluorescence polarization, Cer-tagged CAL PDZ, HTS. inhibition, % at 20 µM. AID 504414, 2011. actives 0.02% (n = 330,000). purified CAL PDZ, TMR-peptide fluorescence polarization, 1 h. Golgi-associated PDZ and coiled-coil motif-containing protein (Homo sapiens), Q9HD26;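 active = highest replicate inhibition of at least 40%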;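 also: plate controls were DMSO neutral control wells for no effect and unlabeled competitor peptide control wells for full effect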
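Material: tagged CAL PDZ protein CerCALP, purified; buffer or medium: sodium phosphate/NaCl buffer pH 7.4 with TCEP, IgG, Thesit; also added: fluorescent TMR peptide probe; schedule: 1 h incubation at room temperature before polarization reading; technique: fluorescence polarization from S- and P-plane intensities, G-factor corrected; control set: unlabelled peptide and DMSO controls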
Keap1 Nrf2 FP = Keap1-Nrf2 protein-protein interaction inhibitors, primary screen, biochemical, fluorescence polarization, single point | Keap1 Kelch-Nrf2 peptide fluorescence polarization, 1536-well | inhibition, % at 9.4 µM | actives 0.15% (n = 340,000) | AID 504523, 2011; in the data active = inhibition above about 12%;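 also: human Keap1 Kelch domain with fluorescein labeled Nrf2 9mer peptide probe; 0% = neutral control wells and 100% = peptide positive control; higher means more block of Keap1 binding to Nrf2 peptide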
NSD2 inh = NSD2 histone methyltransferase inhibitors, primary screen, biochemical, AlphaScreen, single concentration, set 2; NSD2 peptide methylation, 120 min; inhibition, % at 12.5 µM; AID 743445, 2014; Histone-lysine N-methyltransferase NSD2 (Homo sapiens), O96028; actives 0.54% (n = 310,000); in the data active = inhibition above about 50%
LANA DNA inh = inhibitors of KSHV C-LANA binding to DNA, primary screen, biochemical, fluorescence polarization, FAM-LBS DNA, MBP-C-LANA, single point. Kaposi's sarcoma herpesvirus LANA C-terminal domain (residues 932-1162) DNA binding. inhibition, % at 9 µM. actives 0.078% (n = 340,000);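 active = highest replicate inhibition at or above 60% at 9 µM, even if other replicates fall short; inactive = all replicates below 60% inhibition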;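 also: 0% = neutral control wells and 100% = 4 µM acridine orange control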
DAGLB inhibitor = DAGLB lipase inhibitors, primary screen, biochemical, fluorescence, HTS | Diacylglycerol lipase-beta (Homo sapiens), Q8NCG7 | HEK293T DAGLB membrane lysate, EnzChek fluorogenic substrate | inhibition, % at 5.17 µM | actives 0.059% (n = 340,000) | AID 504411, 2011; in the data active = inhibition above about 34%;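 also: 0% = enzyme with vehicle and 100% = wells lacking enzyme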
DSG3 Ab inh = inhibitors of pemphigus antibody binding to DSG3, primary screen, biochemical, bead-based, flow cytometry, scFv-GFP; Desmoglein-3 (Homo sapiens), P32926; DSG3-coupled beads, scFv-anti-DSG3-GFP binding; active compounds read low; binding (percent of control), % at 10 µM; actives 0.48% (n = 310,000);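 active = binding more than 3 SD below its plate's average and above zero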;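 also: hits lower antibody fragment binding to DSG3; some compounds called inactive have numbers as strong as hits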
Target sequence (P32926 whole entry, looked up, the tested form may be a part): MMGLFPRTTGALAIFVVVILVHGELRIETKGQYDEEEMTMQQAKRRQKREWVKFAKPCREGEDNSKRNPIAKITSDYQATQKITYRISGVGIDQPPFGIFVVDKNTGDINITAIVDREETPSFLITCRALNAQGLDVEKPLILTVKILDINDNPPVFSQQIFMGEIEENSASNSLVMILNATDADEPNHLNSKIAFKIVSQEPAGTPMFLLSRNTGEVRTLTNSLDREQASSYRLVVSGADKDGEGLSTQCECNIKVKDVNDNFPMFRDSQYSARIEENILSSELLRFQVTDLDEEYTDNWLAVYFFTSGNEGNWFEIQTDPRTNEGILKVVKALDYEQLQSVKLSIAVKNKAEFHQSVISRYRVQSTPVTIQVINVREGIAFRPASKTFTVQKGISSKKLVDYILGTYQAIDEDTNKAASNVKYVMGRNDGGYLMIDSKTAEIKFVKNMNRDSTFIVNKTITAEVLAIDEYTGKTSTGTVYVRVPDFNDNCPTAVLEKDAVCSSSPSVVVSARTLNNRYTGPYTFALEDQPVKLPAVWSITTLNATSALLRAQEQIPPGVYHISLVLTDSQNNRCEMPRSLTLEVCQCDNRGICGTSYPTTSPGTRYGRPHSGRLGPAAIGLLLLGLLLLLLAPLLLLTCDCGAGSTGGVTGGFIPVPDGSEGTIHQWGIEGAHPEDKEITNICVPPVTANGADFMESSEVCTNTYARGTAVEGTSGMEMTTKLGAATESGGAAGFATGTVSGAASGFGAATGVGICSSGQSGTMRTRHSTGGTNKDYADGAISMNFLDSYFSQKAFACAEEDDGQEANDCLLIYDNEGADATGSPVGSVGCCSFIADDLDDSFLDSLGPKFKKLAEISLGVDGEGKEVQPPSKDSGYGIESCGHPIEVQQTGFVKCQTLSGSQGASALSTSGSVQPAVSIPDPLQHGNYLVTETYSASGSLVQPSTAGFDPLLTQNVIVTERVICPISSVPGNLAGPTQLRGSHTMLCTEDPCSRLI
CAL PDZ FP-2 = untagged CAL PDZ binding inhibitors, primary screen, biochemical, fluorescence polarization, HTS; purified CAL PDZ, TMR-peptide fluorescence polarization, 1 h; inhibition, % at 24.9 µM; actives 0.92% (n = 300,000); AID 602252, 2012;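 active = mean inhibition of at least 30% with at least half of replicates also reaching 30%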;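 also: 0% = DMSO neutral control and 100% = excess unlabeled competitor peptide PRC23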
* marks the source's active call; other numbers are inactive results; . = no result given.

1) Cc1ccc(-c2ccc(CCC(=O)O)n2NC(N)=S)cc1
2) CC(=O)CCc1oc2ccc(C)cc2c1-c1ccc(C)o1
3) COc1cc(C)c(CN2CCC(n3nccc3NC(=O)C3CC3)CC2)cc1C
4) Cc1ccc2nc(NCCc3ccc(Cl)cc3)c3nncn3c2c1
5) CCN(CC)c1ccc(/C=N/N2CCN(Cc3ccccc3Cl)CC2)cc1
6) Cc1ncc(CN2CCC(CO)(Cc3ccccc3)CC2)s1
7) Cc1cc(C(=O)CNCc2ccco2)c(C)n1-c1ccc(F)cc1
8) COc1cc(NC(=O)c2ccc(COCC(F)(F)F)o2)cc(OC)c1OC
compound no.	1	2	3	4	5	6	7	8
Cardiac RTF inh	-5.0	-9.7	-6.4	-4.5	-5.0	3.4	-10.5	-3.6
V-ATPase pHluor	2.4	4.8	4.8	-1.7	-1.1	2.7	-3.2	1.1
Arrestin-AP2 inh	1.3	8.4	-15.7	37.9	43.4	-18.9	14.9	6.1
CAL PDZ FP-1	1.4	-0.8	-0.9	-0.4	-4.6	-0.8	-2.3	-1.9
Keap1 Nrf2 FP	6.4	-21.5	0.0	-1.4	2.1	4.7	-0.7	-0.2
NSD2 inh	0.9	12.8	-2.9	-0.1	2.7	0.6	6.6	-0.4
LANA DNA inh	1.2	1.0	2.4	0.5	-1.0	0.4	-1.0	-0.9
DAGLB inhibitor	2.2	-3.3	1.9	-2.6	-9.9	-1.5	-1.8	1.1
DSG3 Ab inh	101.1	117.1	103.5	106.0	115.8	97.7	116.3	104.5
CAL PDZ FP-2	-1.7	-2.4	-5.4	-0.2	-0.2	-1.7	-3.4	-3.7

9) COC(=O)C1=C(CSCc2ccco2)NC(=O)NC1c1cc(C)ccc1C (centres undefined)
10) CCc1noc(C)c1C(=O)N(CC)CC(=O)NCc1ccc(Cl)cc1
11) CCOC(=O)C1(Cc2cccc(F)c2)CCN(C(=O)Cc2cccnc2)CC1
12) Cc1ccc2cc(-c3noc(C4CCCCC4)n3)c(=O)[nH]c2c1
13) Cc1nn(-c2nc3ccccc3[nH]2)c(N)c1-c1ccccc1
14) COc1ccc(NC(=O)CCNC(=O)Cn2cnc3sc4c(c3c2=O)CCCC4)cc1OC
15) COc1ccccc1C(=O)NC(CCSC)C(=O)NCC(c1ccco1)N(C)C (centres undefined)
16) CC1(C)CC(O)C(CCC(O)c2ccccc2)C(C)(C)N1 (centres undefined)
compound no.	9	10	11	12	13	14	15	16
Cardiac RTF inh	-0.7	0.3	-0.6	2.1	1.4	-7.6	-1.1	-4.5
V-ATPase pHluor	-0.6	2.2	-3.1	-0.5	-0.2	-1.3	-2.9	-2.5
Arrestin-AP2 inh	8.1	-7.7	8.3	1.6	9.2	3.0	-1.0	27.4
CAL PDZ FP-1	-0.8	0.2	-1.9	-0.2	-3.2	-1.5	-0.6	0.5
Keap1 Nrf2 FP	-9.0	0.3	2.1	-2.9	-3.3	-7.3	-11.2	0.3
NSD2 inh	2.5	0.0	-2.8	.	14.9	5.0	.	-3.1
LANA DNA inh	-0.8	-0.2	-2.4	1.0	-1.3	-1.4	-0.5	-1.0
DAGLB inhibitor	4.7	-2.2	-1.5	-2.8	-0.8	-0.6	0.3	-2.9
DSG3 Ab inh	.	.	102.4	-17.9*	105.1	.	100.2	104.6
CAL PDZ FP-2	0.7	-0.5	0.7	0.4	-4.7	-2.1	0.0	-1.8

17) CCCNC(=O)Cn1cnc2sc(C(=O)N3CCCC(C(=O)OCC)C3)c(C)c2c1=O (centres undefined)
18) O=C(NCC1CCCN(Cc2nccs2)C1)c1cccc2ccccc12 (centres undefined)
19) CN(CC(=O)Nc1ccc(F)cc1)C(=O)CN1C(=O)NC2(CCCC2)C1=O
20) Cc1cnc(C(=O)OC(C)C(=O)NCc2ccccc2)cn1 (centres undefined)
21) Cc1noc(C)c1C(=O)OCC(=O)NCc1ccccc1
22) CCOc1ccc(CCNC(=O)COC(=O)c2ccc(Cl)nc2)cc1OCC
23) Cn1c(CCNC(=O)c2cc(COc3ccc(F)c(F)c3)on2)nc2ccccc21
24) CCOc1ccc(C(=O)NNC2CC(=O)N(CCc3ccccc3)C2=O)cc1OC (centres undefined)
25) Cc1ccc(S(=O)(=O)NCCC(=O)Nc2nccs2)cc1
26) CCOC(=O)c1sc(N)nc1C(F)(F)F
27) COCCn1c(=NC(=O)CCS(=O)(=O)c2ccccc2)sc2c(OC)ccc(OC)c21
compound no.	17	18	19	20	21	22	23	24	25	26	27
Cardiac RTF inh	-1.5	-7.3	-14.8	7.1	10.7	-2.5	-8.3	-8.0	-8.9	1.3	1.2
V-ATPase pHluor	-0.5	-1.6	0.2	4.3	1.0	5.6	2.6	1.9	1.2	1.5	2.0
Arrestin-AP2 inh	-1.1	3.6	-15.3	2.6	-9.2	-8.7	12.2	9.9	20.3	-4.8	-7.0
CAL PDZ FP-1	0.0	-2.5	0.1	-0.7	-0.3	-2.4	-2.1	0.1	0.6	0.1	-1.9
Keap1 Nrf2 FP	0.0	-10.7	-0.3	-3.4	-2.2	1.0	1.8	-6.2	-3.3	0.0	-6.7
NSD2 inh	.	2.9	0.4	-1.6	-1.0	-1.9	-1.9	-0.2	-2.2	-1.1	-3.6
LANA DNA inh	1.0	0.8	-0.9	1.2	0.2	0.1	-0.7	0.8	2.3	0.3	-0.9
DAGLB inhibitor	0.8	0.7	-1.3	-1.6	-2.3	-2.5	1.0	-1.5	4.1	-0.5	2.2
DSG3 Ab inh	103.2	.	.	103.8	107.8	99.3	114.5	106.8	94.9	123.0	102.3
CAL PDZ FP-2	.	-0.2	-8.6	-0.9	-3.0	-5.5	16.0	0.6	-4.7	3.4	-3.0

Entries of single compounds from above.
Cc1noc(C)c1C(=O)OCC(=O)NCc1ccccc1 is listed as Cardiac RTF inh = 10.7; V-ATPase pHluor = 1.0; Arrestin-AP2 inh = -9.2; CAL PDZ FP-1 = -0.3; Keap1 Nrf2 FP = -2.2; NSD2 inh = -1.0; LANA DNA inh = 0.2; DAGLB inhibitor = -2.3; DSG3 Ab inh = 107.8; CAL PDZ FP-2 = -3.0
CCOC(=O)c1sc(N)nc1C(F)(F)F is listed as Cardiac RTF inh = 1.3; V-ATPase pHluor = 1.5; Arrestin-AP2 inh = -4.8; CAL PDZ FP-1 = 0.1; Keap1 Nrf2 FP = 0.0; NSD2 inh = -1.1; LANA DNA inh = 0.3; DAGLB inhibitor = -0.5; DSG3 Ab inh = 123.0; CAL PDZ FP-2 = 3.4

Among those listed so far, 2 contain an NH in an aromatic ring.
12) Cc1ccc2cc(-c3noc(C4CCCCC4)n3)c(=O)[nH]c2c1
13) Cc1nn(-c2nc3ccccc3[nH]2)c(N)c1-c1ccccc1
compound no.	12	13
Cardiac RTF inh	2.1	1.4
V-ATPase pHluor	-0.5	-0.2
Arrestin-AP2 inh	1.6	9.2
CAL PDZ FP-1	-0.2	-3.2
Keap1 Nrf2 FP	-2.9	-3.3
NSD2 inh	.	14.9
LANA DNA inh	1.0	-1.3
DAGLB inhibitor	-2.8	-0.8
DSG3 Ab inh	-17.9*	105.1
CAL PDZ FP-2	0.4	-4.7

Screens: PubChem BioAssay, several laboratories

An excerpt, so the mix of outcomes need not match the whole.
